# DT40 TDP1 CPT = growth inhibition of DT40 Tdp1-/-;hTDP1 cells with camptothecin (screen for TDP1 inhibitors); AID 686979; 12% of 420,000 active; chicken DT40 Tdp1-/-;hTDP1 cells + 20 nM CPT, ATP luminescence, 48 h; Potency, µM (top dose mostly 46.2 µM), inactives show at the top dose activity change, negative = growth inhibition, hits mostly inhibitors; further: nearly all actives have a fitted effect of over 55% in size
#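 Chicken DT40 Tdp1-/- cells complemented with human TDP1, 400 cells/well, exposed to compounds plus 20 nM camptothecin for at least 48 h at 37 C; viability read as ATP content by CellTiter-Glo luminescence.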
# DT40 TDP1 no CPT = qHTS for Inhibitors of human tyrosyl-DNA phosphodiesterase 1 (TDP1): qHTS in cells in absence of CPT; 15% of 420,000 active; AID 686978, 2013; Potency, µM (doses to about 46.2 µM), for the others: top-dose activity change, negative = growth inhibition, usual class: inhibitors; DT40 Tdp1-/- hTDP1 cells, no CPT, ATP luminescence, 48 h; further: nearly all actives have a fitted effect of over 55% in size
#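 Compound effects on proliferation are scored in DT40 Tdp1-/-;hTDP1 cells in the absence of CPT. ATP levels (CellTiter-Glo luminescence) are recorded after a ≥48 hr, 37 °C incubation.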
# TDP1 inh = blocks human tyrosyl-DNA phosphodiesterase 1; 0.28% of 350,000 active; recombinant TDP1, AlphaScreen DNA substrate cleavage; AID 485290; Potency, µM (doses to about 130 µM), for the others: at the highest dose activity change, negative = inhibition, hits mostly inhibitors; Q9NUW8; further: nearly all actives have a fitted effect of over 40% in size
# Target sequence (Q9NUW8 whole entry, looked up): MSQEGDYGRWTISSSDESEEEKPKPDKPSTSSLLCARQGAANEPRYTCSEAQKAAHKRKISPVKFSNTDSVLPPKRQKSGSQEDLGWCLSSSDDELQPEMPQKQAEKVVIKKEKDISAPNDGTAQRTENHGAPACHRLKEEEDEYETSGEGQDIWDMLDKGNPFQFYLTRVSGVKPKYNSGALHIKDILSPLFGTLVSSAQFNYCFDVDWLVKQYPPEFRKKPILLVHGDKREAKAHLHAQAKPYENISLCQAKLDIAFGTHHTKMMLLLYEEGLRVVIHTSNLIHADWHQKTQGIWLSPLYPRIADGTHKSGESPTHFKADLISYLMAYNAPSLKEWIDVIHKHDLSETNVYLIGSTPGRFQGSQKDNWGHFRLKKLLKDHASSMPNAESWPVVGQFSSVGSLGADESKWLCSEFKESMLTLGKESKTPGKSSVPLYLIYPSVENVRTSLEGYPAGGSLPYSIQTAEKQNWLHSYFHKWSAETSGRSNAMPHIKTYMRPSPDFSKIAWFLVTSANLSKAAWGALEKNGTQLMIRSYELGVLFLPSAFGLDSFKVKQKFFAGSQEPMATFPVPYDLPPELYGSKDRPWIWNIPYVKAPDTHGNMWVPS
#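 Compounds were preincubated with Tdp1 (1 nM final) for 15 min at room temperature before substrate (15 nM final) started a 5 min reaction; beads (10 ug/ml final) were then added for 10 min before AlphaScreen detection.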
# An asterisk follows results filed as active; ? = inconclusive; . = not tested or not shown; & = joins results of further samples; [ ] = dose if it differs, or a comment. The call rests on the fitted dose curve; in most records, active means well fitted curve in the direction sought with a large enough effect; inconclusive means small, poorly fitted or top-dose-only effect, or another doubt; inactive means no such curve, though single readings can be large; an effect the other way counts as inactive or inconclusive. On the % scale 0 is the no-effect control and ±100 the full control effect; potency means the concentration at half of the fitted maximal effect. The list is partial; rates above refer to the full screens.
Compound | DT40 TDP1 CPT | DT40 TDP1 no CPT | TDP1 inh
CC(C)c1ccc(N2C(=O)NC(=O)/C(=C/c3cnc(-c4ccccc4)nc3)C2=O)cc1 | ? | ? | ?
CC12CCC3c4ccc(OP(=O)(N5CC5)N5CC5)cc4CCC3C1CCC2=O (stereo unspecified) | 15µM* | 13µM* | .
O=C1NC(=S)NC(=O)C1=Cc1cccc2cc3ccccc3cc12 | 5.2µM* | 2.6µM* | -13%
COc1ccc(C2(C#N)CC[N+](C)(C)CC2)cc1 | 1% | -14% | 4%
OC1/C(=C/c2ccccc2F)N2CCC1CC2 (stereo unspecified) | 4% | -5% | 8%
NC(Cc1cc(O)c(O)cc1O)C(=O)O (stereo unspecified) | 5µM* | 6.3µM* | 0.18µM*
CCCNC(=O)c1c(N)n(CC2CCCO2)c2nc3ccccc3nc12 (stereo unspecified) | ? | 21µM* | 0%
O=c1[nH]c2c(c(=O)n1C1CCCCC1)CCC2 | ? | -17% | -1%
Oc1cccc2nc3ccccc3nc12 | ? | ? | 0%
CCOc1ccc(CN(CCCl)CCCl)cc1C(=O)OC | 4.1µM* | 4.1µM* | 2%
CCOC(=O)COc1ccc(/C=C2\C(=O)NC(=S)N(c3ccc(OC)cc3)C2=O)cc1OC | 6% | 17% | .
Cc1ccc([C@H]2C[C@H](O)[C@@H](n3cc(COC(=O)c4ccccc4)nn3)CN2C(=O)C2CCCCC2)cc1 | ? | ? | .
CCOc1cc2[nH]c(=S)n(CCCC(=O)N3CCC4(CC3)OCCO4)c(=O)c2cc1OCC | -3% | -34% | 8%
N#CC1=C(N)Oc2c(c(=O)sc3ccccc23)C1c1ccncc1 (stereo unspecified) | ? | ? | 4%
Cc1ccc2c(n1)Oc1ccc(C(C)C(=O)OCC(=O)N(C)C)cc1C2 (stereo unspecified) | ? | ? | .
C[C@H]1CC[C@@H]2[C@@H](C)[C@H]3[C@H](C[C@H]4[C@@H]5CC=C6CC(O[C@@H]7O[C@H](CO)[C@H](O)[C@H](O[C@@H]8O[C@H](CO)[C@@H](O)[C@H](O)[C@H]8O)[C@H]7O[C@H]7O[C@@H](C)[C@H](O)[C@@H](O)[C@H]7O)CC[C@]6(C)[C@H]5CC[C@]34C)N2C1 (stereo partly specified) | ? | ? | 11%
CN1CC(C#N)C2(O)c3ccccc3CCC2C1 (stereo unspecified) | 4% | 5% | .
O=C1CC(N2CC2)C(=O)N1c1ccccc1 (stereo unspecified) | -1% | -6% | .
COC[C@H]([C@@H](O)[C@@H](O)C(=O)NCC[C@@H](C)c1nc(/C=C/C[C@H]2OC3(C[C@H](O)[C@H]2C)OC([C@@H](C[C@@H](O)[C@@H](C)[C@@H](O)[C@@H](C)/C=C(C)/C(C)=C/C=C/C(C)=C\C#N)OC)[C@@H](OP(=O)(O)O)C3(C)C)co1)N(C)C (stereo partly specified) | 0.0022µM* | 0.0016µM* | 4%&4%
CC(C)(C)NCC(O)c1cc(Cl)c(N)c(Cl)c1 (stereo unspecified) | ? | ? | 9%&10%&7%&-9%
C=CC[C@@H](CC(=O)N(CCO)Cc1ccccc1)C(=O)NC[C@@H](OC(=O)[C@@H](CC=C)CC(=O)OC(C)(C)C)c1ccccc1 | ? | ? | -1%
COc1ccc(CCN(C)Cc2ccc(F)cc2F)cc1OC | 0% | -19% | 3%
COC(=O)C1=C(c2ccc(C(C)=O)cc2)C[C@@H]2CC[C@H]1N2C(=O)NCCNC(C)=O | 5% | 13% | 1%
CC1CCN(c2cc(Br)c([N+](=O)[O-])cc2F)CC1 | ? | ? | 5%
CCc1ccc(CN2CCN(Cc3ccc(SC)cc3)CC2)cc1 | ? | 21µM* | -1%

# 3 successive records from above, quoted:
Compound | DT40 TDP1 CPT | DT40 TDP1 no CPT | TDP1 inh
COC(=O)C1=C(c2ccc(C(C)=O)cc2)C[C@@H]2CC[C@H]1N2C(=O)NCCNC(C)=O | 5% | 13% | 1%
CC1CCN(c2cc(Br)c([N+](=O)[O-])cc2F)CC1 | ? | ? | 5%
CCc1ccc(CN2CCN(Cc3ccc(SC)cc3)CC2)cc1 | ? | 21µM* | -1%

# More results follow.
Compound | DT40 TDP1 CPT | DT40 TDP1 no CPT | TDP1 inh
CC(=O)Nc1ccccc1C(=O)OCC(=O)c1ccc2ccccc2c1 | ? | -3% | -6%
CC(=O)OC1CC(OC(C)=O)[C@]2(C)C(CC(OC(C)=O)[C@]3(C)C2CC[C@@]2(C)C(c4ccoc4)C(=O)C4O[C@]432)C1(C)C (stereo partly specified) | ? | ? | 7%
Cc1ccc(C)c(S(=O)(=O)c2nnn3c2nc(N2CCN(C)CC2)c2sccc23)c1 | 16µM* | ? | 5%
OC(CN1CCOCC1)c1csc2ccccc12 (stereo unspecified) | 26% | 2% | .
CCN1CCN(Cc2ccc(C)cc2)CC1 | -14% | -1% | -2%
CN(C)C(=O)Oc1ccc(-c2nnco2)cc1 | 0% | -3% | 3%
CCCCC[C@@H]1CCCCC[C@@H](O)C[C@@H](O)[C@H](O)/C=C/C(=O)O1 | -25% | ? | .
CN1CC[C@@]2(CCCN(C(=O)c3csnn3)C2)C1 | 2% | -14% | .
O=C(CCC(=O)N1C[C@H]2C[C@@H](C1)c1cccc(=O)n1C2)NCc1ccccc1C(F)(F)F | -3% | -1% | 0%
CN1CCN(Cc2cc(=O)n3ccsc3n2)CC1 | -12% | 2% | 4%
Cc1ccc(S(=O)(=O)N(CC(=O)N/N=C\c2cccs2)c2cccc3cccnc23)cc1 | 9% | ? | -3%
CC1=NNC(=O)C1Br (stereo unspecified) | ? | ? | .
Cc1ccc(Cc2c(C)nc3nc(SCC(=O)N4CCC5(CC4)OCCO5)nn3c2C)cc1 | -22% | -25% | 4%
CC(=Nc1ccc(F)cc1)c1c(O)n(C)c(=O)[nH]c1=O | 15% | -5% | .
CN1C(=O)C(Cc2ccc(OCc3ccccc3)cc2)C(=O)N(C)C1=O | -14% | -31% | .
Cc1ccc(NC(=S)NC2CC3CCC(C2)N3Cc2ccco2)cc1C (stereo unspecified) | ? | ? | 1%
CC(=O)Nc1cccc([As](=O)(c2cccc(NC(C)=O)c2)c2cccc(NC(C)=O)c2)c1 | 0% | -1% | 3%
C=CCn1c(O)c(/C=C2/C=c3ccccc3=N2)c(=O)[nH]c1=S | 4% | ? | .
COc1ccccc1OC(=O)c1ccc(C)c(S(=O)(=O)N2CCOCC2)c1 | -2% | -10% | 11%
CCCc1nc2ccccc2c(=O)n1-c1ccccc1OC | ? | 21µM* | 2%
O=C1NC(=O)C(Cc2cccs2)C(=O)N1 | -24% | -20% | 2%
CC1=C2[C@H]3OC(=O)[C@@H](C)[C@@H]3CC[C@@]2(C)C=CC1=O | 0%&4% | 1%&-4% | 5%
CC(C)c1ccc(NC(=O)CN2C(=O)CN=C(c3ccccc3)c3ccccc32)cc1 | -17% | ? | 2%
CC(C)(C)NC(=S)/N=C(\N)N[N+](=O)[O-] | -7% | 19% | -5%
CC(C)N(CC(O)c1cccc([N+](=O)[O-])c1)C(C)C (stereo unspecified) | 6% | -13% | 3%

# Next compounds:
Compound | DT40 TDP1 CPT | DT40 TDP1 no CPT | TDP1 inh
CCN(CC)C(=O)c1ccc(NC(=O)c2cccc(S(=O)(=O)N3CCN(C)CC3)c2)cc1 | -20% | -23% | 3%
CCS(=O)(=O)N1CCCC(C(=O)N2CCC3(CC2)OCCO3)C1 (stereo unspecified) | 1% | -2% | 2%
CCOC(=O)c1c(/N=C/c2c(O)n(-c3ccc(F)cc3)c(=S)[nH]c2=O)sc2c1CCCC2 | -11% | ? | 3%
CCOC(=O)c1cnc(SCc2ccc(Cl)c(Cl)c2)nc1N1CC1 | 0.58µM* | 0.82µM* | .
C=CCc1ccccc1OCCn1c(C2CC(=O)N(Cc3ccc(F)cc3)C2)nc2ccccc21 (stereo unspecified) | 16µM* | ? | 9%
C=CCN(CC=C)Cc1c[nH]c2ccccc12 | 12µM* | ? | 10%
O=c1[nH]c(=O)n(Cc2ccc(F)cc2)c(O)c1C=Nc1ccc(Cl)cc1 | ? | ? | 1%
COc1ccc(CN2CCNCC2)cc1 | -15% | ? | .
COC(=O)C1=C(c2ccc3ccccc3c2)C[C@@H]2CC[C@H]1N2C(=O)N1CCOCC1 | ? | 5.8µM* | 2%
Cc1cc(OCC(=O)O)c2c3c(c(=O)oc2c1)CCCC3 | 5% | -7% | 0%
C=CCN1C(=O)/C(=C/c2ccc(N3CCOCC3)o2)C(=O)NC1=S | -10% | -23% | -5%
CCOC(=O)CC1c2ccccc2-n2nncc2CN1Cc1ccc(OC)cc1 (stereo unspecified) | ? | ? | .
Cc1ccccc1-c1nc(CS(=O)CC(=O)N2CCN(c3cc(Cl)ccc3C)CC2)c(C)o1 (stereo unspecified) | 16µM* | 13µM* | 10%
COc1cc(C(=O)NN=Cc2ccc(N(CCCl)CCCl)cc2)cc(OC)c1OC | ? | ? | .
Cc1cccc(N2CCN(Cc3ccc4c(c3)OCO4)CC2)c1C | ? | ? | .
O=NN1CCCCC1 | 17% | 15% | 0%&18%
O=c1c(C=NCCN2CCNCC2)c(O)n(C2CCCCC2)c(=O)n1C1CCCCC1 | 16µM* | ? | -5%
COC(=O)NC(=C(Cl)Cl)P(=O)(c1ccccc1)c1ccccc1 | -17% | -7% | .
CC(C)c1cc2c(c(O)c1O)[C@]1(C(=O)O)CCCC(C)(C)C1CC2 (stereo partly specified) | ? | ? | ?
CN1C(=O)/C(=C\c2ccc(Br)s2)C(=O)NC1=S | ? | 16µM* | 2%
O=C(c1ccccc1F)c1cn(CC(=O)N2CCOCC2)c2ccccc12 | -23% | -4% | 0%
CCOC(=O)C(O)(c1ccc(NC(=O)Oc2ccccc2)cc1)C(F)(F)F (stereo unspecified) | -19% | ? | 3%
CC1=CCCC2C1(C)CCC(C)C2(C)CC/C(C)=C/C[n+]1cn(C)c2c(N)ncnc21 (stereo unspecified) | ? | ? | 10%[56.1 µM]
O=C(Oc1ccccc1)N1CCC2(CCCN(C(c3ccccc3)c3ccccc3)C2)CC1 | 10% | -13% | .
N#CC(C#N)=Cc1cc(O)c(O)c([N+](=O)[O-])c1 | -4% | -20% | -1%&6%

# The list continues:
Compound | DT40 TDP1 CPT | DT40 TDP1 no CPT | TDP1 inh
CS(=O)(=O)N1Cc2ccccc2-n2nncc2C1 | -28% | -11% | .
Cc1ccc(S(=O)(=O)N2Cc3ccccc3-n3nncc3C2)cc1 | ? | ? | .
Cc1c2ccncc2c(C)c2c1[nH]c1ccccc12 | 2.3µM* | 1.5µM* | 50µM*
COc1ccccc1Cc1c(-c2ccc(C)cc2)nc2cc(C)c(Br)c(C)n12 | 21µM* | 16µM* | .
COc1cc(/C=C2\C[C@H]3[C@@H]4CC=C5C[C@@H](N6CCCC6)CC[C@]5(C)[C@H]4CC[C@]3(C)[C@H]2O)cc(OC)c1OC | 15µM* | 5.2µM* | .
CCC(=O)C1=C(c2cccc([N+](=O)[O-])c2)N(C(=O)CC)n2c(nnc2C2CCCCC2)S1 | 3.3µM* | 4.1µM* | 0%
O=C(C1CCC(=O)N1Cc1ccccc1Cl)N1CCC2(CC1)OCCO2 (stereo unspecified) | 4% | 1% | -2%
CN1CCN(C(=O)COc2ccc(C(C)(C)C)cc2Br)CC1 | ? | ? | 4%
O=C(NC1CCCCC1)Oc1cc2oc(=O)sc2cc1Cl | -17% | 15µM* | -5%
Cn1ncc2c(NCc3ccc(F)cc3)ncnc21 | ? | ? | 7%
Cc1c(C(=O)OC2CCCCC2)[nH]c2c1C(=O)CC(c1ccccc1)C2 (stereo unspecified) | 4.6µM* | 2.1µM* | 0%
O=C(Oc1ccc(Br)cc1C(=S)N1CCCC1)c1ccccc1Cl | ? | ? | 6%
O=C(c1ccccc1F)N1C[C@H]2C[C@@H](C1)c1cccc(=O)n1C2 | 21% | 9% | .
O=c1c2ccccc2[nH]c(=S)n1-c1ccc2c(c1)OCO2 | -25% | -3% | 5%
Cc1c(/C=N/O)c2ccccc2n1C | -2% | -4% | 8%
CCOP(=O)(OCC)C(Nc1cccc(C)c1)c1ccc(F)cc1 (stereo unspecified) | ? | 16µM* | 5%
COc1ccccc1C1CC2CCC(C1OC(C)=O)N2Cc1ccccc1 (stereo unspecified) | ? | ? | 3%
COc1ccccc1OCC#CCN1CCCC(C)C1 (stereo unspecified) | -11% | -29% | .

# An excerpt from above, reduced to DT40 TDP1 CPT.
Structure | DT40 TDP1 CPT
O=c1c(C=NCCN2CCNCC2)c(O)n(C2CCCCC2)c(=O)n1C1CCCCC1 | 16µM*
COC(=O)NC(=C(Cl)Cl)P(=O)(c1ccccc1)c1ccccc1 | -17%
CC(C)c1cc2c(c(O)c1O)[C@]1(C(=O)O)CCCC(C)(C)C1CC2 (stereo partly specified) | ?

# Screens from PubChem.
